G9a block – blocks human histone lysine methyltransferase G9a; actives 8.8% (n = 350,000); G9a H3K9 monomethylation, AlphaScreen, 2 h; Q96KQ7; Potency, µM (titrated, usually from 102 µM), for the others: top-dose activity, negative = inhibition, most hits filed as inhibitors; also: potency is read from the fitted curve at half-maximal effect; % is scaled to controls: 0 for no effect and ±100 for the full control effect; nearly all actives have a fitted effect of over 75% in size
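Quantitative HTS format: methyltransferase activity on a biotin-tagged H3K9 peptide is measured by AlphaScreen, using a rabbit anti-monomethyl-H3K9 antibody with streptavidin donor and anti-IgG acceptor beads. Final levels are 20 nM enzyme, 500 nM peptide, 20 uM SAM; 2 h RT.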
HP1b binding inh – inhibitors of HP1-beta chromodomain binding to methylated histone tails | AlphaScreen HP1-beta / biotin-H3K9me3 peptide binding | Potency, µM (top dose mostly 114 µM), inactives show top-dose activity change, negative = inhibition, most hits filed as inhibitors | actives 0.56% (n = 390,000) | AID 540317; also: potency is read from the fitted curve at half-maximal effect; nearly all actives have a fitted effect of over 70% in size; inactives centre near 23
Target sequence (P83916 whole entry, looked up): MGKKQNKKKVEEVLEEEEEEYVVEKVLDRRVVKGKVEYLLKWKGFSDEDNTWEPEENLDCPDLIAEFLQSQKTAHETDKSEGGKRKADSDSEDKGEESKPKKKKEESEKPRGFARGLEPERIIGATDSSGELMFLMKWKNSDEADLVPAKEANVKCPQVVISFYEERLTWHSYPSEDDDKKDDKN
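HP1-beta protein (50 nM final) preincubated 30 min at room temperature with biotinylated H3(1-18)K9me3 peptide (50 nM) in PBS pH 7.4, 0.01% Tween-20, then compound added for 30 min. AlphaScreen streptavidin donor/nickel chelate acceptor beads (10 ug/mL final), 30 min dark, luminescence read.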
POLH inh – inhibitors of human DNA polymerase eta | recombinant Pol eta, fluorescent DNA replication assay | actives 1.2% (n = 390,000) | Potency, µM (top dose mostly 114 µM), inactives show at the top dose activity change, negative = inhibition, actives largely listed as inhibitors | Q9Y253 | AID 588591; also: potency is read from the fitted curve at half-maximal effect; % is scaled to controls: 0 for no effect and ±100 for the full control effect
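Pol eta (10 nM) was preincubated with compounds for 15 min at room temperature, after which fluorescent replication substrate (50 nM final) was added to start the reaction. Fluorescence was read kinetically at 0 and 10 min.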
PI4K2A block – blocks human PI4K2A kinase activity. Q9BTU6. purified PI4K2A, ADP-Glo luminescence, 1 h; active compounds read low. activity change, negative = inhibition, % at 76.9 µM. actives 0.13% (n = 420,000); in the data active = activity change below about -50%; inconclusive = mostly about -30% to -49%;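 also: -100% = wells without enzyme as full effect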
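In this quantitative HTS, ADP production by PI4K2A was quantified luminescently after 1 h at ambient temperature; 100 microM adenosine served as plate-quality control.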
JMJD2A Tudor inh – blocks the human JMJD2A Tudor domain | AlphaScreen JMJD2A-Tudor / H3K4me3 peptide binding | Potency, µM (top dose mostly 114 µM), inactives show top-dose activity change, negative = inhibition, hits mostly inhibitors | AID 504339 | actives 4.4% (n = 390,000); also: potency is read from the fitted curve at half-maximal effect; % is scaled to controls: 0 for no effect and ±100 for the full control effect; nearly all actives have a fitted effect of over 50% in size
BAZ2B block – blocks human BAZ2B; AlphaScreen BAZ2B-H3K14Ac peptide displacement; Q9UIF8; Potency, µM (top dose mostly 114 µM), inactives show at the top dose activity change, negative = inhibition, usual class: inhibitors; actives 4.4% (n = 360,000); also: potency is read from the fitted curve at half-maximal effect; % is scaled to controls: 0 for no effect and ±100 for the full control effect; nearly all actives have a fitted effect of over 60% in size
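Complex of BAZ2B and biotin-H3K14Ac (50 nM apiece) forms over 30 min at RT, then faces library compounds up to 110 uM for another 30 min; AlphaScreen beads added, 20 min dark incubation, luminescence read.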
GLS inh – blocks human kidney-isoform glutaminase activity; AID 624170; GLS enzymatic activity, qHTS titration; actives 0.21% (n = 410,000); Potency, µM (top dose mostly 45.5 µM), without a hit: at the highest dose activity change, negative = inhibition, usual class: inhibitors; also: potency is read from the fitted curve at half-maximal effect; % is scaled to controls: 0 for no effect and ±100 for the full control effect
Target sequence (O94925 whole entry, looked up, canonical isoform): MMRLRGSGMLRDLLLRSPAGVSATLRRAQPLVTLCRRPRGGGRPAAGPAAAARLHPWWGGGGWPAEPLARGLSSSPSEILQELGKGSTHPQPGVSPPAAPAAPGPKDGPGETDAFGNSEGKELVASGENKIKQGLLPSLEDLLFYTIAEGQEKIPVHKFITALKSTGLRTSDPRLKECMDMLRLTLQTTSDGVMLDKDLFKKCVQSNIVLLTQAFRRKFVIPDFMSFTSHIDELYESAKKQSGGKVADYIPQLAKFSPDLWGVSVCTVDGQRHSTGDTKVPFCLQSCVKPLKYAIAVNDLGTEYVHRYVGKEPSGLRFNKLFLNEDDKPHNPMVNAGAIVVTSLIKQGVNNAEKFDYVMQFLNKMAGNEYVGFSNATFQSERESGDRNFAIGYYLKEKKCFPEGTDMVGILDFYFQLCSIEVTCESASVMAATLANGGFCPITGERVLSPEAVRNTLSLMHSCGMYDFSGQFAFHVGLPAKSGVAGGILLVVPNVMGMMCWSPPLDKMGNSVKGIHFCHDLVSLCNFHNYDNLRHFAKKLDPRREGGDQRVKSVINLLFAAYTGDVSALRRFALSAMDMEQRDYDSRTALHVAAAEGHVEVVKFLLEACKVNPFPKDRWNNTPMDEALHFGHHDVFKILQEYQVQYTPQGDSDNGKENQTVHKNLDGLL
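Compounds were pin-transferred onto hKGA, after which L-glutamine (1 mM solution) and a detection mix of glutamate oxidase, HRP and Amplex Red were added. Initial and 30 min RT fluorescence reads were collected.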
PGK inhibitor – blocks T. brucei phosphoglycerate kinase; P07378; PGK/GAPDH coupled, Kinase-Glo luminescence, 60 min; AID 602233; actives 0.043% (n = 380,000); Potency, µM (doses to about 57.5 µM), for the others: top-dose activity change, negative = inhibition, hits mostly inhibitors; also: potency is read from the fitted curve at half-maximal effect; % is scaled to controls: 0 for no effect and ±100 for the full control effect; nearly all actives have a fitted effect of over 60% in size
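Recombinant glycosomal PGK reaction used 1,3-bisphosphoglycerate generated in-well by GAPDH (100nM final) in 100mM TEA pH 7.6, 5mM MgCl2, 0.01% Tween-20. After 60 minutes at room temperature, ATP was read by Kinase-Glo Plus luminescence end-point.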
Pin1 inhibitor – human Pin1 inhibition; Pin1 FP peptide displacement, HiFluor488, 10 min; Potency, µM (highest dose often 115 µM), without a hit: at the top dose activity, negative = inhibition, actives largely listed as inhibitors; actives 0.009% (n = 390,000); active = well fitted inhibition curve with a large enough effect in the polarisation, with a control signal flat, not every such curve was filed as active; inconclusive = small, poorly fitted or top-dose-only effect, or effect the other way, or a change in a side signal; inactive = no such curve, though single readings can be large or run the other way; the % refers to the polarisation; also: potency is read from the fitted curve at half-maximal effect; % is scaled to controls: 0 for no effect and ±100 for the full control effect
Target sequence (Q13526 whole entry, looked up): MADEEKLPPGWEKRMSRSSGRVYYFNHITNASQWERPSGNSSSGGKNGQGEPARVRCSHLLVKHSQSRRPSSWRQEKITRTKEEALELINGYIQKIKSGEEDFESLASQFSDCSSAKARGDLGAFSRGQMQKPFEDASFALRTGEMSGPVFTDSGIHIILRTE
Starred values were filed as active, the others as inactive; & = joins results of further samples; ! = repeats disagree; [ ] = another dose, or the depositor's remark. Unless noted, calls follow the shape of the dose curve; as a rule, active = well fitted curve in the direction sought with a large enough effect; inconclusive = small, poorly fitted or top-dose-only effect, or another doubt; inactive = no such curve, though single readings can be large; an effect the other way counts as inactive or inconclusive.

CC(C)(C)C1CCc2onc(C(=O)N3CCOCC3)c2C1 (centres undefined) was read as G9a block 0%[12.7 µM], HP1b binding inh 23%, POLH inh 4%, PI4K2A block 3, JMJD2A Tudor inh -11%, BAZ2B block -21%, GLS inh -8%, PGK inhibitor -5% and Pin1 inhibitor -3%.
`CCOC(=O)N1CCN(c2cc(NCCC(=O)O)c3c4c(onc24)-c2ccccc2C3=O)CC1` gave G9a block inconclusive, HP1b binding inh -90%, POLH inh 3.2µM*, PI4K2A block -57*, JMJD2A Tudor inh 56µM*, BAZ2B block 28µM*, GLS inh 18µM*, PGK inhibitor inconclusive and Pin1 inhibitor inconclusive.
C=CCSc1nc2ccccc2n2cnnc12 was read as G9a block 12%, HP1b binding inh 0%, POLH inh -3%, PI4K2A block 1, JMJD2A Tudor inh -16%, BAZ2B block -14%, GLS inh -5%, PGK inhibitor -4% and Pin1 inhibitor 0%.
O=c1ncn(-c2ccccc2C(F)(F)F)c2ncccc12 was read as G9a block 1%[59 µM], HP1b binding inh 35%, POLH inh -6%, PI4K2A block -3, JMJD2A Tudor inh -6%, BAZ2B block 9%, GLS inh 1%, PGK inhibitor 3% and Pin1 inhibitor 9%.
`Cc1ccn2c(=O)cc(COc3ccc(NC(=O)COc4ccc(Cl)cc4)cc3)nc2c1` gave G9a block 15%[59 µM], HP1b binding inh 26%[57 µM], POLH inh -5%, PI4K2A block -3, JMJD2A Tudor inh -4%, BAZ2B block 6%, GLS inh 1%, PGK inhibitor 8% and Pin1 inhibitor 1%.
`O=C(N/N=C/c1coc2ccccc2c1=O)c1ccccc1Br` gave G9a block -15%, HP1b binding inh 17%, POLH inh -3%, PI4K2A block 6, JMJD2A Tudor inh -20%, BAZ2B block -7%, GLS inh 0%, PGK inhibitor -1% and Pin1 inhibitor -2%.
COc1ccc(-c2cn(CCC(=O)O)c(-c3ccc(Cl)nc3)n2)cc1 was read as G9a block 23%[2.33 µM], HP1b binding inh 37%, POLH inh 0%, PI4K2A block -4, JMJD2A Tudor inh -23%, BAZ2B block 0%, GLS inh -2%, PGK inhibitor -9% and Pin1 inhibitor 1%.
COC(=O)CSc1nc(NCC(C)C)nc(N2CCOCC2)n1 was read as G9a block -5%[12.7 µM], HP1b binding inh 4%, POLH inh -5%, PI4K2A block 0, JMJD2A Tudor inh -18%, BAZ2B block 3%, GLS inh -3%, PGK inhibitor -9% and Pin1 inhibitor -5%.
For Cc1ccccc1Cn1nc(C)c(NC(=O)/C=C/c2cnn(C)c2)c1C the results were G9a block -84%, HP1b binding inh 23%, POLH inh -6%, PI4K2A block -6, JMJD2A Tudor inh inconclusive, BAZ2B block -1%, GLS inh 3%, PGK inhibitor -2% and Pin1 inhibitor -4%.
`Fc1ccc(SCCc2ccncc2)cc1` gave G9a block 50µM*!, HP1b binding inh 29%&50%, POLH inh -14%&6%, PI4K2A block -2&-2, JMJD2A Tudor inh -6%&-18%, BAZ2B block 22µM*!, GLS inh -2%&8%, PGK inhibitor 2%&-4% and Pin1 inhibitor -2%&2%.
`COc1cccc(C=NNC(=O)C(C)SC(C)C(=O)NN=Cc2cccc(OC)c2)c1` (centres undefined) gave HP1b binding inh -20%, POLH inh -5%, PI4K2A block -4, JMJD2A Tudor inh -14%, GLS inh -11%, PGK inhibitor -1% and Pin1 inhibitor 10%.
`COC(=O)c1sc(S(=O)(=O)N2CCCCC2C)c(C(=O)OC)c1C` (centres undefined) gave G9a block 1%[12.7 µM], HP1b binding inh 70%[activator], POLH inh -5%, PI4K2A block 4, JMJD2A Tudor inh -1%, BAZ2B block 14%, GLS inh -2%, PGK inhibitor 6% and Pin1 inhibitor 2%.
`O=C(Nc1nc2c(F)cc(F)cc2s1)c1ccc([N+](=O)[O-])o1` gave HP1b binding inh 25%, POLH inh inconclusive, PI4K2A block -3, JMJD2A Tudor inh -12%, BAZ2B block 26%, GLS inh 8%, PGK inhibitor -8% and Pin1 inhibitor -8%.
Screening Cc1cc(N2CCOCC2)nc2ccccc12 returned G9a block -1%[59 µM], HP1b binding inh 27%, POLH inh -18%, PI4K2A block -9, JMJD2A Tudor inh -1%, BAZ2B block 8%, GLS inh -13%, PGK inhibitor 9% and Pin1 inhibitor 0%.
For N#Cc1ccc(NC(=O)CSc2cn[nH]n2)cc1 the results were G9a block inconclusive, HP1b binding inh 50%[activator], POLH inh -8%, PI4K2A block 12, JMJD2A Tudor inh 4%, BAZ2B block -14%, GLS inh -3%, PGK inhibitor -3% and Pin1 inhibitor -8%.
Screening NC(=O)c1nsc(C(=O)N(c2ccccc2F)C(C(=O)NCc2ccc(F)cc2)c2ccc(O)cc2)c1N (centres undefined) returned G9a block 17%, HP1b binding inh 39%, POLH inh -15%, PI4K2A block -2, JMJD2A Tudor inh 2%, BAZ2B block -6%, GLS inh 4%, PGK inhibitor 10% and Pin1 inhibitor 3%.
Cc1nsc(N)c1C(=O)O was read as G9a block 3%, HP1b binding inh 22%, POLH inh -8%, PI4K2A block 5, JMJD2A Tudor inh -18%, BAZ2B block -1%, GLS inh -4%, PGK inhibitor -2% and Pin1 inhibitor -5%.
Screening CCC1(C)C2(C#N)C(N)=NC(OC)(OC)C12C#N (centres undefined) returned G9a block inconclusive, HP1b binding inh 29%, POLH inh -7%, PI4K2A block -3, JMJD2A Tudor inh -6%, BAZ2B block 10%, GLS inh 2%, PGK inhibitor 7% and Pin1 inhibitor 0%.
For COc1cccc(N2CCN(C(=O)c3cccn4c(=O)c5c(C)c(C)sc5nc34)CC2)c1 the results were G9a block 12%[59 µM], HP1b binding inh 30%, POLH inh -8%, PI4K2A block 4, JMJD2A Tudor inh -1%, BAZ2B block 3%, GLS inh -1%, PGK inhibitor -3% and Pin1 inhibitor 0%.
O=C(c1cccc(S(=O)(=O)N2CCc3ccccc3C2)c1)N1CCN(c2ccc(O)cc2)CC1 was read as G9a block 2.5µM*, HP1b binding inh inconclusive, POLH inh -11%, PI4K2A block -2, JMJD2A Tudor inh inconclusive, BAZ2B block inconclusive, GLS inh 11%, PGK inhibitor 9% and Pin1 inhibitor 0%.
`CCn1cc(C(=O)NCc2ccc(C)cc2)c(=O)c2cc(S(=O)(=O)N3CCCCCC3)ccc21` gave G9a block -14%[59 µM], HP1b binding inh -8%, POLH inh -2%, PI4K2A block -2, JMJD2A Tudor inh -28%, BAZ2B block 1%, GLS inh inconclusive, PGK inhibitor -1% and Pin1 inhibitor 8%.
Screening O=C(c1ccccc1)N(CCO)Cc1cc2cc3c(cc2[nH]c1=O)OCCO3 returned G9a block 0%, HP1b binding inh 35%, POLH inh 9%, PI4K2A block -3, JMJD2A Tudor inh -9%[11.4 µM], BAZ2B block -13%, GLS inh 7%, PGK inhibitor 3% and Pin1 inhibitor 0%.
COc1ccccc1CCN1CCCC(CN(C)C(=O)CCC(=O)N(C)C)C1 (centres undefined) was read as G9a block 17%, HP1b binding inh 39%, POLH inh -15%, PI4K2A block -9, JMJD2A Tudor inh -20%, BAZ2B block -15%, GLS inh -7%, PGK inhibitor -4% and Pin1 inhibitor -10%.
Screening COc1cc2c(cc1OC)C(=O)CCC2 returned HP1b binding inh 39%[activator], POLH inh -6%, PI4K2A block 5, JMJD2A Tudor inh -8%, GLS inh -11%, PGK inhibitor inactive and Pin1 inhibitor 4%.
CCOC(=O)C1=C(CN2c3ccccc3CC2C)NC(=O)NC1c1ccccc1 (centres undefined) was read as G9a block inconclusive, HP1b binding inh inconclusive, POLH inh -8%, PI4K2A block 5, JMJD2A Tudor inh inconclusive, BAZ2B block 50µM*, GLS inh 34%[activator], PGK inhibitor -1% and Pin1 inhibitor -1%.
`O=C(COc1ccc(S(=O)(=O)N2CCCC2)cc1)NCCC1=CCCCC1` gave G9a block -27%[59 µM], HP1b binding inh 15%, POLH inh -12%, PI4K2A block -4, JMJD2A Tudor inh -25%, BAZ2B block -9%, GLS inh 11% and Pin1 inhibitor 0%.

Random excerpt: 4 records from the list
Screening COc1cc2c(cc1OC)C(=O)CCC2 returned HP1b binding inh 39%[activator], POLH inh -6%, PI4K2A block 5, JMJD2A Tudor inh -8%, GLS inh -11%, PGK inhibitor inactive and Pin1 inhibitor 4%.
`CCn1cc(C(=O)NCc2ccc(C)cc2)c(=O)c2cc(S(=O)(=O)N3CCCCCC3)ccc21` gave G9a block -14%[59 µM], HP1b binding inh -8%, POLH inh -2%, PI4K2A block -2, JMJD2A Tudor inh -28%, BAZ2B block 1%, GLS inh inconclusive, PGK inhibitor -1% and Pin1 inhibitor 8%.
`O=C(Nc1nc2c(F)cc(F)cc2s1)c1ccc([N+](=O)[O-])o1` gave HP1b binding inh 25%, POLH inh inconclusive, PI4K2A block -3, JMJD2A Tudor inh -12%, BAZ2B block 26%, GLS inh 8%, PGK inhibitor -8% and Pin1 inhibitor -8%.
CCOC(=O)C1=C(CN2c3ccccc3CC2C)NC(=O)NC1c1ccccc1 (centres undefined) was read as G9a block inconclusive, HP1b binding inh inconclusive, POLH inh -8%, PI4K2A block 5, JMJD2A Tudor inh inconclusive, BAZ2B block 50µM*, GLS inh 34%[activator], PGK inhibitor -1% and Pin1 inhibitor -1%.

Screens deposited in PubChem BioAssay by National Center for Advancing Translational Sciences (NCATS).

Only part of the results is shown; rates above refer to the full screens.
